# M18AAP inhibitor: PfM18AAP inhibitors, malaria aminopeptidase, primary screen, biochemical, QFRET, recombinant enzyme; M18 aspartyl aminopeptidase (Plasmodium falciparum 3D7); H-Glu-NHMec fluorogenic cleavage; inhibition, % at 7.35 µM; 290,000 tested, 1.2% active; AID 1822, 2009;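 active = inhibition above the campaign mean inhibition over all tested compounds plus 3 SD, cut at about 28% in these data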;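 also: 0% = plate median of test compound wells and 100% = 2 mM ZnCl2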
# V1R ag counter: agonists of human V1a receptor, primary screen, counter-screen for OXTR agonist project, fluorescence, CHO-V1R cells; Vasopressin V1a receptor (Homo sapiens), P37288; Fluo-8 calcium fluorescence, agonist mode; 0% DMSO, 100% 3 nM vasopressin; activation, % at 3 µM; 320,000 tested, 0.25% active; AID 2797, 2010;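 active = activation above the mean activation of all tested compounds plus 3 SD, per screening run, cut at about 20% in these data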;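 also: signal is peak over basal fluorescence ratio across a 100 second FLIPR read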
# Target sequence (P37288 whole entry, looked up): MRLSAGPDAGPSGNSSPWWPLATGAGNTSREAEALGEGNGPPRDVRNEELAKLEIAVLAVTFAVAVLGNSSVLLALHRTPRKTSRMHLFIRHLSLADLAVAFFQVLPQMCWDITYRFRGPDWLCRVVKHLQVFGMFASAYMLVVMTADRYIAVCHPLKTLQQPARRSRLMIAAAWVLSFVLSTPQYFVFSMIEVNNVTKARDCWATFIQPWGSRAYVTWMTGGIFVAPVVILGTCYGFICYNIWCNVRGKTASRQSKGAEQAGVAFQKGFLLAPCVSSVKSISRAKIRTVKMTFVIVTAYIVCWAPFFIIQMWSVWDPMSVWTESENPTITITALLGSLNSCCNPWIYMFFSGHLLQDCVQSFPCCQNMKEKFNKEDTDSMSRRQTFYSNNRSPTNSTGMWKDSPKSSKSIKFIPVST
# OXTR potentiate: human OXTR potentiators, primary screen, fluorescence, CHO-OTR cells, Fluo-8 calcium. Oxytocin receptor (Homo sapiens), P30559. Fluo-8 calcium fluorescence, potentiator mode; 0% = oxytocin EC15, 100% = EC100. activation, % at 3 µM. 320,000 tested, 0.061% active;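 active = activation above that plate's cutoff, the mean activation of tested compounds plus 3 SD, cut at about 6.6% in these data, passing the limit was not always enough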;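 also: 100% uses oxytocin at 75 nM as the full agonist control; some results filed as inactive read as strong as hits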
# Target sequence (P30559 whole entry, looked up): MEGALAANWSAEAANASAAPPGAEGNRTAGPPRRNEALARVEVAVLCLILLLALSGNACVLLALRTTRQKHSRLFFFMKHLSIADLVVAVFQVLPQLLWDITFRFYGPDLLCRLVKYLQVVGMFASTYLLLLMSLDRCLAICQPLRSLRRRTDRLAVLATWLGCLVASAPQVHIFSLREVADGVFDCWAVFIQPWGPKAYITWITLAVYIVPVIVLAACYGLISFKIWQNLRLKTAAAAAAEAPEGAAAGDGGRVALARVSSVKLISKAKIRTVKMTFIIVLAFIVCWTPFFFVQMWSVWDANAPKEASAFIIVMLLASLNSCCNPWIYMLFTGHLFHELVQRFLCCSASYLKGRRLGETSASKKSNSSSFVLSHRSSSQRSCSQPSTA
#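 Dosing: Single dose, 3.0 µM nominal final compound concentration | Material: Human OTR in CHO cells | Technique: Kinetic Fluo-8 calcium fluorescence | Benchmarks: EC15 oxytocin alone as 0%, 75 nM oxytocin as 100% | Probe or stimulus: Oxytocin at about EC15, sub-maximal agonist stimulus | Incubation: Compound 6 min at room temperature before oxytocin, 100 s read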
# MEKK2wt PB1 HTS: modulators of MEK5 binding to wildtype MEKK2, primary screen, biochemical, multiplex bead flow cytometry, Alexa488-MEK5; Mitogen-activated protein kinase kinase kinase 2 (Homo sapiens), Q9Y2U5; Alexa488-MEK5 binding to MEKK2 WT; actives lie on both sides; binding response (% of control), % at 10 µM; 290,000 tested, 1.1% active; AID 1531, 2009; in the data active = binding response below about 67% or above about 130%
# MEKK2 mut-MEK5: MEK5 binding signal on mutant MEKK2 PB1, primary screen, biochemical, multiplex bead flow cytometry, Alexa488-MEK5; Alexa488-MEK5 binding to MEKK2 mutant; percent response, % at 10 µM; 290,000 tested, 0.35% active; AID 1530, 2009; in the data active = percent response above about 24%, passing the limit was not always enough; also: inactives centre near 1; some results filed as inactive read as strong as hits
# NALP1 inh: NALP1 inflammasome inhibitors in reconstituted yeast, colorimetric, S. cerevisiae, triplicate retest; S. cerevisiae NALP1/ASC/caspase-1 growth, X-gal OD620, 72 h; inhibition, % at 10 µM; 280,000 tested, 0.61% active; in the data active = inhibition mostly above about 24%, no sharp cut-off; inactive = mostly below about 32%; also: some compounds called inactive have numbers as strong as hits
# GalR3 antag: GalR3 antagonists in HEK293 cells, primary screen, cell-based, fluorescence readout. Galanin receptor type 3 (Homo sapiens), O60755. HEK293 GalR3-CNG cAMP membrane potential fluorescence; galR3 body fused to GalR1 C-terminus. inhibition, % at 3 µM. 360,000 tested, 0.44% active. AID 651719, 2012;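 active = inhibition above the screen-wide average plus 3 SD, cut at about 13% in these data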;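 also: forskolin and galanin both at EC90 stimulate the cells; cAMP rise reported by CNG channel membrane potential dye signal; 0% = forskolin plus galanin with DMSO and 100% = forskolin alone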
# Target sequence (O60755 1-299 limits assumed): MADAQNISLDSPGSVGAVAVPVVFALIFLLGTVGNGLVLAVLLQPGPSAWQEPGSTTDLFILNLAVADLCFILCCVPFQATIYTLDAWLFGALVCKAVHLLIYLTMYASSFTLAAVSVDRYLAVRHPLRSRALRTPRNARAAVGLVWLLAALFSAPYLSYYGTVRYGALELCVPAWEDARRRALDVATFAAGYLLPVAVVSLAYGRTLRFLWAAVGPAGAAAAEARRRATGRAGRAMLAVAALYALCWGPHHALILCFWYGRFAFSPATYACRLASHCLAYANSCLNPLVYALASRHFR
# GPR7 antagonist: GPR7 receptor antagonists, primary screen, cell-based, fluorescence, single concentration; Neuropeptides B/W receptor type 1 (Homo sapiens), P48145; GPR7-expressing cells, fluorescence antagonist assay; inhibition, % at 4.4 µM; 290,000 tested, 1.1% active; AID 1861, 2009; in the data active = inhibition above about 16%, passing the limit was not always enough;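 also: cells stimulated with the agonist NPW; 0% = agonist with vehicle and 100% = vehicle without agonist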
# OXTR ag: human OXTR agonists, primary screen, fluorescence, CHO-OTR cells, Fluo-8 calcium; Oxytocin receptor (Homo sapiens), P30559; Fluo-8 calcium fluorescence; normalized: DMSO 0%, oxytocin 100%; activation, % at 3 µM; 320,000 tested, 0.32% active; AID 2435, 2010;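 active = activation above the mean of all tested compounds plus 3 SD, cutoff set per screening run, cut at about 20% in these data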;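 also: peak over basal fluorescence ratio from a 100 s FLIPR kinetic read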
# An asterisk follows results filed as active; / = not tested or not shown.
# The first 2 compounds, ahead of the listing:
SMILES,M18AAP inhibitor,V1R ag counter,OXTR potentiate,MEKK2wt PB1 HTS,MEKK2 mut-MEK5,NALP1 inh,GalR3 antag,GPR7 antagonist,OXTR ag
Cc1ccccc1NC1=C(Cl)C(=O)N(C2CCCCC2)C1=O,4.3,-1.6,0.2,103.0,3.0,28.5,-7.3,-7.5,0.5
COc1cccc(NC(=O)c2oc3ccc(S(=O)(=O)N4CCOCC4)cc3c2C)c1,-1.6,4.0,-1.9,101.0,-2.0,-0.2,-5.7,-20.1,-0.2

# All compounds of this part, previewed entries included:
SMILES,M18AAP inhibitor,V1R ag counter,OXTR potentiate,MEKK2wt PB1 HTS,MEKK2 mut-MEK5,NALP1 inh,GalR3 antag,GPR7 antagonist,OXTR ag
Cc1ccccc1NC1=C(Cl)C(=O)N(C2CCCCC2)C1=O,4.3,-1.6,0.2,103.0,3.0,28.5,-7.3,-7.5,0.5
COc1cccc(NC(=O)c2oc3ccc(S(=O)(=O)N4CCOCC4)cc3c2C)c1,-1.6,4.0,-1.9,101.0,-2.0,-0.2,-5.7,-20.1,-0.2
Cc1ccccc1NC(=O)Nc1cc(S(N)(=O)=O)ccc1C,-9.3,-0.1,-5.8,103.0,-1.0,8.7,-0.9,1.2,-1.1
COC(=O)Nc1nncs1,0.1,1.8,1.5,97.0,0.0,24.3,0.4,-2.1,0.7
COc1ccc([N+](=O)[O-])cc1NC(=O)C(C)N1CCCC1 (configuration not stated),3.8,0.3,-13.8,105.0,6.0,7.6,-8.4,1.8,0.4
COC(=O)c1[nH]c2cc(OC)ccc2c1N=CN(C)C,11.7,-2.7,0.2,98.0,7.0,23.9,-1.2,-12.0,0.0
Cc1ccc(CS(=O)(=O)CCC(=O)NCCc2ccccc2)cc1,-6.7,-0.1,-5.0,98.0,-2.0,23.7,-9.5,-10.4,-2.2
CCc1cc(C(=O)Nc2nc(-c3ccccn3)cs2)sc1C,/,-0.2,1.1,/,/,/,-4.1,/,-1.2
COc1cccc(NC(=O)CN(c2cccc(C(F)(F)F)c2)S(C)(=O)=O)c1,1.3,1.1,-20.8,81.0,-4.0,13.6,-4.8,10.9,7.0
Cc1cc(N/C=C2\CCCCC2=O)no1,-2.5,-0.5,-1.3,101.0,-1.0,-3.9,-6.3,-4.9,-0.1
O=C(COc1ccc(Br)cc1)N(CCO)CCO,-12.1,1.2,10.4,92.0,-4.0,-11.7,-5.5,-8.4,2.4
COc1ccccc1N=CC1=C(O)CC(c2ccccc2)CC1=O (configuration not stated),0.8,-0.3,-6.9,73.0,14.0,26.5,-0.7,-1.2,-1.3
COc1ccc(CNC(=O)CCCNC(=O)c2ccc(Cl)cc2)cc1OC,1.1,0.6,-5.7,107.0,7.0,12.0,-9.0,-15.2,-1.0
CN(C)CCCNS(=O)(=O)c1ccc(NC2CCCCCC2)c([N+](=O)[O-])c1,2.0,8.2,-15.8,126.0,14.0,10.3,78.0*,22.8*,14.1
c1ccc(OCCn2c(-c3ccco3)nc3ccccc32)cc1,-51.2,-0.5,-1.3,95.0,-1.0,-1.1,-10.0,-4.8,-1.5
CCn1cc(CN2CCCC(C(=O)c3ccc(-c4ccccc4)c(F)c3)C2)cn1 (configuration not stated),4.7,2.5,-6.9,121.0,13.0,/,-6.9,13.6,8.2
COc1ccc2nc(C)cc(SCC(=O)N/N=C/c3ccccc3)c2c1,18.0,-0.2,-6.5,97.0,-2.0,-40.1,-3.0,18.4,-0.3
CC1(C)CC(=O)C2=C(C1)OC(N)=C(C#N)C2C1CC=CCC1 (configuration not stated),1.7,1.2,-5.0,103.0,4.0,-5.7,/,-13.6,-1.0
COc1ccc(/C=N/NC(=O)c2c(C)nc3ccc(Br)cn23)cc1OC,-2.6,0.3,-4.6,100.0,-1.0,1.5,0.3,-3.7,-1.9
COc1ncnc2c1oc1nc(CC(C)C)c3c(c12)CCCC3,4.5,/,/,102.0,2.0,19.3,-3.6,-5.2,/
Cc1ccc2nc(NC(=O)CC3Oc4ccccc4NC3=O)sc2c1 (configuration not stated),1.9,0.3,-6.0,99.0,1.0,/,7.9,-3.9,-0.3
Cc1cccc(Nc2c3c(nc4ncnn24)CCC3)c1,-3.2,-0.7,-10.7,84.0,-9.0,5.8,4.8,-3.6,-1.8
CCOC(=O)c1[nH]c(C)c(C)c1C,-9.2,-0.7,-11.1,109.0,3.0,12.3,-5.4,-0.4,-0.2
COc1ccc(S(=O)(=O)N2CCN(CC(O)CN3CCOCC3)CC2)cc1 (configuration not stated),/,0.8,-0.3,/,/,/,2.4,/,-0.1
Cc1ccc(-c2nc(CSCC(=O)NCc3cccnc3)c(C)o2)cc1,4.3,1.7,-0.3,98.0,1.0,-9.7,-4.3,-10.3,2.7
O=C(CSc1nnc(SCc2ccccc2)s1)N/N=C/c1c[nH]c2ccccc12,2.5,/,/,78.0,-21.0,-0.6,1.6,2.4,/
Cc1[nH]c2ccccc2c1C(=O)CSc1ccccc1,11.7,0.6,-7.4,99.0,-1.0,19.3,-1.4,-2.8,-0.9
C/C(N)=C(/C#N)C(=O)CSc1nn(-c2ccc(Cl)cc2)c(=S)s1,-5.6,3.9,-13.2,103.0,-39.0,-2.6,-3.1,9.2,0.2
O=C(NCCc1ccc(O)c(O)c1)C1COc2ccccc2O1 (configuration not stated),80.1*,1.3,-8.8,93.0,-7.0,2.0,1.0,13.6,1.7
Cc1c(OC(=O)CNC(=O)OC(C)(C)C)ccc2c3c(c(=O)oc12)CCC3,7.8,9.5,-10.0,84.0,-5.0,12.9,-3.9,-4.5,11.1
COc1ccc(C(=O)NCS(=O)(=O)c2ccc(C)cc2)cc1,3.7,0.5,2.1,98.0,-3.0,7.3,-3.2,4.9,0.1
COc1cccc(C2NC(=O)c3ccccc3O2)c1OC (configuration not stated),5.8,1.2,-8.3,95.0,-5.0,25.4,-5.0,-0.1,0.3
COc1ccc(NC(=O)C(c2ccccc2)c2ccccc2)c(OC)c1,/,-1.6,-7.8,/,/,/,0.1,/,-3.0
C[C@H](NC(=O)c1ccccc1Cl)C(=O)Nc1ccccc1F,-4.2,-0.3,-3.0,103.0,4.0,8.5,3.8,-1.1,-0.3
COc1cc(CCC(=O)N2CCN(c3ccc([N+](=O)[O-])cc3)CC2)cc(OC)c1OC,5.3,0.0,0.1,113.0,11.0,-6.6,-11.7,15.4,-0.1
O=[N+]([O-])c1ccc(C(O)CN2CCN(Cc3ccccc3)CC2)cc1 (configuration not stated),-1.4,1.5,-1.2,105.0,9.0,16.9,-10.1,4.7,1.0
COc1ccccc1N1CCN(C(=O)C2CCCO2)CC1 (configuration not stated),0.3,0.9,-0.5,102.0,5.0,9.5,-1.2,-24.1,1.6
Cc1ccc(-c2nc(N=Nc3ccc(O)cc3)n[nH]2)cc1,11.0,0.7,-5.4,102.0,-2.0,30.0,-11.7,-12.0,-1.2
CC(C)N(c1ccccc1)c1ccc(NC(=S)NCCN(C)C)cc1,18.0,7.3,-11.3,121.0,12.0,3.5,-9.8,3.6,11.7
CCN(CC)S(=O)(=O)c1ccc(C)c(NC(=O)CN2C(=O)NC3(CCCC3)C2=O)c1,-3.0,1.1,-9.2,100.0,6.0,20.1,-9.3,-12.8,-0.4
Cc1cccc(OCC(=O)OCC(=O)N2CCCc3ccccc32)c1C,/,0.0,-8.2,/,/,/,-4.1,/,-1.3
COc1ccc(CNC(=O)C2=CCN(S(=O)(=O)c3ccc(C)cc3)CC2)cc1,1.3,0.7,0.8,101.0,3.0,/,-6.6,-5.0,3.2
CCC1=C(OC(=O)N(CC)CC)N2C(=O)OC(=NCCOC)[C@]2(Cc2ccccc2)[C@H]2C1=CC[C@H]1C(=O)N(CC)C(=O)[C@H]12,/,0.4,-7.5,110.0,3.0,/,-6.5,/,-1.2
CCCc1cc(=O)[nH]c(SCC(=O)Nc2ccc(OCc3ccccc3)cc2)n1,/,-0.2,-7.8,/,/,/,-4.6,/,-0.1
Cc1ccc(S(=O)(=O)N2CCN(C(=O)c3sccc3C)CC2)cc1,/,0.8,-10.7,/,/,/,-2.4,/,0.6
CC(=O)C[C@H](O)CC(=O)[C@@H]1OC(=O)CCCCCCCCc2ccccc21,/,-0.4,-3.7,/,/,/,-2.8,/,0.0
COc1cc2c(CCNC(C)=O)c[nH]c2cc1O,/,0.0,2.8,106.0,3.0,/,/,/,0.1
CCOC(=O)c1c(NC(=O)CSc2ncnc3ccccc23)sc(C)c1C,-1.4,0.3,3.2,103.0,-1.0,12.0,-2.1,7.2,0.4
CCCC(C)NC(=O)CN(c1ccc2c(c1)OCCO2)S(=O)(=O)c1ccccc1 (configuration not stated),1.3,-1.0,0.0,101.0,9.0,3.2,-10.1,-6.6,-1.0
CC(C)C(=O)N1CCN(c2ccccc2NC(=O)c2ccc(C#N)cc2F)CC1,3.3,-1.6,-7.9,86.0,-13.0,6.2,-7.2,21.0,-2.2
# Continuation.
SMILES,M18AAP inhibitor,V1R ag counter,OXTR potentiate,MEKK2wt PB1 HTS,MEKK2 mut-MEK5,NALP1 inh,GalR3 antag,GPR7 antagonist,OXTR ag
Cc1cc2ccc(C)c(C)c2nc1SCC#N,-2.4,-0.7,-15.5,115.0,4.0,15.1,-4.4,-0.8,-2.2
CCCOC(=O)C1=C(C)NC(=O)NC1c1cc2c(cc1Br)OCO2 (configuration not stated),2.5,-1.2,4.3,105.0,10.0,12.0,-9.3,-14.6,-1.8
CC1=C(C)CC(C(=O)NC2CCN(C(C)C)CC2)C(C(=O)O)C1 (configuration not stated),-3.8,2.0,-4.2,106.0,4.0,32.1,-0.8,8.0,1.0
CCOc1ccc(C(=S)N2CCN(C)CC2)cc1,47.7*,-0.1,1.8,103.0,5.0,7.6,-0.9,-15.8,-0.8
Cc1ccc(NC(=O)c2c(F)cccc2Cl)cc1NS(C)(=O)=O,-14.0,-1.5,-7.0,96.0,-1.0,/,-3.8,-7.8,0.7
COc1ccc(C(=O)Oc2c(C)occc2=O)cc1OC,0.1,1.7,-5.3,103.0,11.0,-6.4,0.4,-20.2,-0.1
OC1(c2ccccc2)C/C(=N\n2cnnc2)C=C1c1ccccc1 (configuration not stated),6.8,0.1,-7.7,85.0,-7.0,20.3,-2.7,-11.2,0.8
Cn1c(SCC(=O)NC(C)(C)C)nc(O)cc1=O,9.6,0.8,-2.9,98.0,2.0,30.8,1.8,10.8,0.3
Cc1ccc(S(=O)(=O)N2CCN(C(=O)CN3C(=O)NC4(CCCC4)C3=O)CC2)c(C)c1,/,-0.6,-6.1,/,/,/,-1.9,/,-1.3
CN(C)c1c([N+](=O)[O-])ncn1C,3.5,0.5,-2.9,108.0,4.0,1.3,-2.5,-11.8,2.4
COCCNC(=O)CN(CCc1ccccc1)S(=O)(=O)c1ccc(OC)cc1,7.0,-0.1,-0.8,99.0,2.0,-3.7,-2.9,2.7,-0.1
